Rtt109 Vps75: inhibitors of C. albicans Rtt109/Vps75 HAT, primary screen, biochemical, ThioGlo CoA-SH fluorescence, plate reader; Histone acetyltransferase RTT109 (Candida albicans (strain SC5314 / ATCC MYA-2876)), …; purified Rtt109/Vps75, 4 h; inhibition, % at 34.9 µM; 330,000 compounds, 0.16% hits;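 active means inhibition of at least 50% in every replicate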
C-LANA FP: inhibitors of KSHV C-LANA binding to DNA, primary screen, biochemical, fluorescence polarization, FAM-LBS DNA, MBP-C-LANA, single point; 340,000 compounds, 0.078% hits; inhibition, % at 9 µM; Kaposi's sarcoma herpesvirus LANA C-terminal domain (residues 932-1162) DNA binding; AID 504423, 2011;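 active means highest replicate inhibition at or above 60% at 9 µM, even if other replicates fall short; inactive means all replicates below 60% inhibition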;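 further: 0% = neutral control wells and 100% = 4 µM acridine orange control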
PKA-R2B activ: activators of PKA-R2B holoenzyme, primary screen, biochemical, fluorescence polarization, Cy5-IP20, human | PKA-R2B holoenzyme dissociation; R2B truncated from residue 108, S112A mutant; 0% DMSO only, 100% 113 µM cGMP | activation, % at 11.4 µM | cAMP-dependent protein kinase catalytic subunit beta (Homo sapiens) + cAMP-dependent … | AID 504700, 2011 | 340,000 compounds, 0.079% hits;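 active means activation above a cutoff set at the mean over all compounds plus 3 SD, cut at about 18% in these data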;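 further: higher means more holoenzyme dissociation and a rise in polarization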
Target sequence (P31323 whole entry, looked up, other chains not shown, the tested form may be a part): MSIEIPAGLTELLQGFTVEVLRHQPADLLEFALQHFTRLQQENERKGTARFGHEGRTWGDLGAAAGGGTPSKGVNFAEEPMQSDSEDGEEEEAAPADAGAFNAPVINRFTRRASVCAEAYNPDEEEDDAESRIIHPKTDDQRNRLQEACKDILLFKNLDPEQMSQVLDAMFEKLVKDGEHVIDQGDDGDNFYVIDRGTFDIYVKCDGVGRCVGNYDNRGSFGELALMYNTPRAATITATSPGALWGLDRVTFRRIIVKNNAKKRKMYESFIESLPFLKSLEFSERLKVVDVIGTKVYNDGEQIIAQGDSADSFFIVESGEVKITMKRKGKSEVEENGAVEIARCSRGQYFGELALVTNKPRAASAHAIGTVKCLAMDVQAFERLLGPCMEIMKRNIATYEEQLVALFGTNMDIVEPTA
cardiac RTF act: cardiac RTF calcium sensitivity activators, primary screen, biochemical, IANBD-TnC fluorescence, EC20 calcium | Troponin I, cardiac muscle (Homo sapiens) + Troponin T, cardiac muscle (Homo sapiens) + … | IANBD-labeled TnC RTF fluorescence at EC20 calcium; 0% EC20 calcium, 100% full calcium | activation, % at 7.2 µM | 340,000 compounds, 0.24% hits | AID 493008, 2010;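 active means activation above the mean over all tested compounds plus 3 SD, cut at about 30% in these data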;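 further: rise in fluorescence read as greater calcium sensitivity of cardiac thin filaments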
DAGLB inhibitor: DAGLB lipase inhibitors, primary screen, biochemical, fluorescence, HTS; Diacylglycerol lipase-beta (Homo sapiens), Q8NCG7; 340,000 compounds, 0.059% hits; HEK293T DAGLB membrane lysate, EnzChek fluorogenic substrate; inhibition, % at 5.17 µM; in the data active means inhibition above about 34%;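 further: 0% = enzyme with vehicle and 100% = wells lacking enzyme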
SR-BI DiI-HDL act: activators of SR-BI mediated DiI-HDL uptake, primary screen, ldlA[mSR-BI] CHO cells, DiI fluorescence; 3 h; 100 = double the neutral-control signal; activation, % at 12.5 µM; 320,000 compounds, 0.096% hits;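 active means mean replicate activation of at least 60% and every replicate at or above 60%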;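 further: 0% = median plate neutral-control signal and 100% = twice that signal; values of inactives mirror those of a sister screen read the other way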
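Test system: SR-BI-overexpressing, LDLR-lacking CHO cells; Medium: Ham's F12 with 0.5% BSA, HEPES 25 mM, pH 7.4; Schedule: 3 h, 37 °C; Technique: bottom-read fluorescence, 550/595 nm.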
RTF Ca sens inh: cardiac RTF calcium sensitivity inhibitors, primary screen, biochemical, IANBD-TnC fluorescence, EC70 calcium | Troponin I, cardiac muscle (Homo sapiens) + Troponin T, cardiac muscle (Homo sapiens) + … | IANBD-labeled cardiac RTF, Ca2+ fluorescence | inhibition, % at 7.15 µM | 340,000 compounds, 0.12% hits | AID 493244, 2011;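 active means inhibition above the mean inhibition of all tested compounds plus 3 SD, cut at about 17% in these data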;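 further: assay run at fixed EC70 calcium of 1.6 mM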
Keap1 Nrf2 FP: Keap1-Nrf2 protein-protein interaction inhibitors, primary screen, biochemical, fluorescence polarization, single point; Kelch-like ECH-associated protein 1 (Homo sapiens), Q14145; 340,000 compounds, 0.15% hits; inhibition, % at 9.4 µM; Keap1 Kelch-Nrf2 peptide fluorescence polarization, 1536-well; in the data active means inhibition above about 12%;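 further: human Keap1 Kelch domain with fluorescein labeled Nrf2 9mer peptide probe; 0% = neutral control wells and 100% = peptide positive control; higher means more block of Keap1 binding to Nrf2 peptide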
Target sequence (Q14145 whole entry, looked up, the tested form may be a part): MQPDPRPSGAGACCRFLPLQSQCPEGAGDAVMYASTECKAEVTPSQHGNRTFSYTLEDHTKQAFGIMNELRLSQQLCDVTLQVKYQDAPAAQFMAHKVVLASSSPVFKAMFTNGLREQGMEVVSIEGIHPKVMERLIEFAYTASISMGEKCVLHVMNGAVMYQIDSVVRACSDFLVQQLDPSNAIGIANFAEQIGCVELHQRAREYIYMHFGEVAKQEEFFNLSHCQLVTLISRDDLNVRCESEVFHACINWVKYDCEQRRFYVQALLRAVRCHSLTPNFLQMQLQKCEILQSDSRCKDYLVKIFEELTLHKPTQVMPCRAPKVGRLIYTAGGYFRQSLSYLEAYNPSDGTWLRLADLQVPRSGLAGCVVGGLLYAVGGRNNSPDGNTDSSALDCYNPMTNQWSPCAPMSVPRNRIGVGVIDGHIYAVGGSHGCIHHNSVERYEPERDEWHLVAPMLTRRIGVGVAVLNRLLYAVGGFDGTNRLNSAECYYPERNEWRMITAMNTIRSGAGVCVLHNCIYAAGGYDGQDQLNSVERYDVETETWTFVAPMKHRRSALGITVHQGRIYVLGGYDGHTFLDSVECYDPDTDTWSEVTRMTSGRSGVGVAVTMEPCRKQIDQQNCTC
CAL PDZ FP-1: untagged CAL PDZ binding inhibitors, primary screen, biochemical, fluorescence polarization, HTS; Golgi-associated PDZ and coiled-coil motif-containing protein (Homo sapiens), Q9HD26; purified CAL PDZ, TMR-peptide fluorescence polarization, 1 h; inhibition, % at 24.9 µM; 300,000 compounds, 0.92% hits; AID 602252, 2012;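 active means mean inhibition of at least 30% with at least half of replicates also reaching 30%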;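 further: 0% = DMSO neutral control and 100% = excess unlabeled competitor peptide PRC23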
CAL PDZ FP-2: CAL PDZ peptide-binding inhibitors, primary screen, biochemical, fluorescence polarization, Cer-tagged CAL PDZ, HTS. 330,000 compounds, 0.02% hits. purified CAL PDZ, TMR-peptide fluorescence polarization, 1 h. Golgi-associated PDZ and coiled-coil motif-containing protein (Homo sapiens), Q9HD26. inhibition, % at 20 µM. AID 504414, 2011;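 active means highest replicate inhibition of at least 40%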;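 further: plate controls were DMSO neutral control wells for no effect and unlabeled competitor peptide control wells for full effect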
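Material – purified CerCALP PDZ construct · Detection – FP readout, S and P plane fluorescence · Measure – percent inhibition from loss of millipolarization · Controls – unlabelled peptide for full inhibition, DMSO wells as neutral · Probe or stimulus – TMR-labelled reporter peptide T*-PRC34 bound in PDZ groove · Times – 1 h at RT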
* hit, by the source's call.

COc1ccc(C(=O)/C=C/Nc2cccc(C)n2)cc1OC was read as Rtt109 Vps75 -28, C-LANA FP -0.5, PKA-R2B activ -5, cardiac RTF act -5, DAGLB inhibitor 0, SR-BI DiI-HDL act -41, RTF Ca sens inh 2, Keap1 Nrf2 FP -1, CAL PDZ FP-1 0 and CAL PDZ FP-2 -3.1.
Screening c1ccc2c(c1)CCN(c1ncnc3c1[nH]c1ccccc13)C2 returned Rtt109 Vps75 -4, C-LANA FP 1.4, PKA-R2B activ 4, cardiac RTF act 0, DAGLB inhibitor 2, SR-BI DiI-HDL act -4, RTF Ca sens inh -16, Keap1 Nrf2 FP 0, CAL PDZ FP-1 -3 and CAL PDZ FP-2 -1.2.
`Cc1cc(C(=O)CN2CCC(C)CC2)c(C)n1-c1ccc(F)cc1` gave C-LANA FP -0.1, PKA-R2B activ 3, cardiac RTF act -5, DAGLB inhibitor 0, SR-BI DiI-HDL act 6, RTF Ca sens inh 5, Keap1 Nrf2 FP -5, CAL PDZ FP-1 -2 and CAL PDZ FP-2 -1.4.
O=C(Cc1nc2ccccc2[nH]1)N/N=C/c1ccccc1 was read as C-LANA FP -1.0, PKA-R2B activ 4, cardiac RTF act -3, DAGLB inhibitor 3, SR-BI DiI-HDL act 17, RTF Ca sens inh 0, Keap1 Nrf2 FP -2, CAL PDZ FP-1 0 and CAL PDZ FP-2 -5.6.
For CC1CCCCC1NC(=O)CN1C(=O)NC(C)(c2cccc(Br)c2)C1=O (stereo not drawn) the results were Rtt109 Vps75 -1, C-LANA FP 0.0, PKA-R2B activ 4, cardiac RTF act 6, DAGLB inhibitor -1, SR-BI DiI-HDL act -4, RTF Ca sens inh -11, Keap1 Nrf2 FP 3 and CAL PDZ FP-2 -0.7.
`CCOC(=O)C(NC(=O)Nc1ncccn1)(Oc1ccccc1)C(F)(F)F` (stereo not drawn) gave Rtt109 Vps75 1, C-LANA FP -0.9, PKA-R2B activ -10, cardiac RTF act -9, DAGLB inhibitor -5, SR-BI DiI-HDL act 3, RTF Ca sens inh -3, Keap1 Nrf2 FP -3, CAL PDZ FP-1 -3 and CAL PDZ FP-2 0.5.
Screening CCOC(=O)CSc1ncc(OC)c(Sc2ccc(OC)cc2)n1 returned Rtt109 Vps75 2, C-LANA FP 0.5, PKA-R2B activ -3, cardiac RTF act 6, DAGLB inhibitor -7, SR-BI DiI-HDL act -3, RTF Ca sens inh -5, Keap1 Nrf2 FP -3 and CAL PDZ FP-2 -7.0.
`COc1ccc(NC(=O)CN2C(=O)NC(C)(c3ccc(C)cc3)C2=O)cn1` (stereo not drawn) gave Rtt109 Vps75 3, C-LANA FP 0.1, PKA-R2B activ -9, cardiac RTF act -6, DAGLB inhibitor -3, SR-BI DiI-HDL act 25, RTF Ca sens inh -3, Keap1 Nrf2 FP -3, CAL PDZ FP-1 1 and CAL PDZ FP-2 0.9.
For CCN(CC)c1ccc(C(=O)N/N=C/c2ccc(N3CCOCC3)cc2)cc1 the results were Rtt109 Vps75 -4, C-LANA FP 0.3, PKA-R2B activ 1, cardiac RTF act -3, DAGLB inhibitor 1, SR-BI DiI-HDL act -25, RTF Ca sens inh 0, Keap1 Nrf2 FP 1, CAL PDZ FP-1 0 and CAL PDZ FP-2 -1.8.
For CN(C(=O)COC(=O)c1ccccc1C(=O)N1CCN(c2ccccc2)CC1)c1ccccc1 the results were Rtt109 Vps75 -3, C-LANA FP 2.0, PKA-R2B activ -16, cardiac RTF act 11, DAGLB inhibitor 5, SR-BI DiI-HDL act 7, RTF Ca sens inh -8, Keap1 Nrf2 FP -3, CAL PDZ FP-1 -5 and CAL PDZ FP-2 -1.3.
For Cc1ccc(CNC(=O)c2cc(-c3ccccc3)nn2CC2CC(c3cccc([N+](=O)[O-])c3)=NO2)cc1 (stereo not drawn) the results were Rtt109 Vps75 -7, C-LANA FP -0.9, PKA-R2B activ 5, cardiac RTF act -5, DAGLB inhibitor -12, SR-BI DiI-HDL act -1, RTF Ca sens inh -8, Keap1 Nrf2 FP 0, CAL PDZ FP-1 -4 and CAL PDZ FP-2 0.2.
For CCOC(=O)c1c(CN2CCCCC2)n(C)c2cc(Br)c(OC)cc12 the results were Rtt109 Vps75 16, C-LANA FP 0.2, PKA-R2B activ 0, cardiac RTF act -2, DAGLB inhibitor -10, SR-BI DiI-HDL act -28, RTF Ca sens inh 0, Keap1 Nrf2 FP -4, CAL PDZ FP-1 -4 and CAL PDZ FP-2 0.4.
O=C(COc1ccc2c(c1)OCO2)Nc1cccc(F)c1 was read as Rtt109 Vps75 8, C-LANA FP 0.1, PKA-R2B activ 13, cardiac RTF act -6, DAGLB inhibitor -3, RTF Ca sens inh -4, Keap1 Nrf2 FP 4 and CAL PDZ FP-2 -0.1.
For COCCn1nnnc1SCC(=O)N1CCCCC1 the results were Rtt109 Vps75 2, C-LANA FP -1.3, PKA-R2B activ -7, cardiac RTF act -1, DAGLB inhibitor -1, SR-BI DiI-HDL act 7, RTF Ca sens inh 5, Keap1 Nrf2 FP -6, CAL PDZ FP-1 2 and CAL PDZ FP-2 -3.7.
For C[C@H]1CC[C@@]2(O[C@H](CCO)C[C@@H](O)[C@@H]2O)O1 the results were Rtt109 Vps75 9, C-LANA FP 2.1, PKA-R2B activ -11, cardiac RTF act -4, DAGLB inhibitor -3, SR-BI DiI-HDL act 13, RTF Ca sens inh -6, Keap1 Nrf2 FP 0, CAL PDZ FP-1 0 and CAL PDZ FP-2 0.2.
For CCN(c1ccccc1)S(=O)(=O)c1ccc(C(=O)Nc2nnc(COC)o2)cc1 the results were Rtt109 Vps75 7, C-LANA FP 0.9, PKA-R2B activ -8, cardiac RTF act -5, DAGLB inhibitor 1, SR-BI DiI-HDL act 33, RTF Ca sens inh 0, Keap1 Nrf2 FP -1, CAL PDZ FP-1 -6 and CAL PDZ FP-2 -0.8.
For O=C(NCCc1ccccc1)/C(=C\c1ccc([N+](=O)[O-])cc1)NC(=O)c1ccco1 the results were Rtt109 Vps75 2, C-LANA FP -1.5, PKA-R2B activ -1, cardiac RTF act 2, DAGLB inhibitor -1, SR-BI DiI-HDL act -6, RTF Ca sens inh -3, Keap1 Nrf2 FP -11, CAL PDZ FP-1 -3 and CAL PDZ FP-2 0.1.
CC(C)Cc1cc(-c2ccco2)c(C#N)c(N)n1 was read as Rtt109 Vps75 -3, C-LANA FP 1.1, PKA-R2B activ 0, cardiac RTF act 1, DAGLB inhibitor -1, SR-BI DiI-HDL act 4, RTF Ca sens inh -11, Keap1 Nrf2 FP -5 and CAL PDZ FP-2 -0.2.
Screening CCCCOP(=O)(c1ccc(N(C)C)cc1)C(O)c1c(Cl)cccc1Cl (stereo not drawn) returned Rtt109 Vps75 -7, C-LANA FP -1.7, PKA-R2B activ 3, cardiac RTF act -5, DAGLB inhibitor -2, SR-BI DiI-HDL act 11, RTF Ca sens inh 1, Keap1 Nrf2 FP 1, CAL PDZ FP-1 0 and CAL PDZ FP-2 1.0.
For CSc1nsc(SCC(=O)N2CCc3ccccc32)n1 the results were Rtt109 Vps75 -2, C-LANA FP 0.7, PKA-R2B activ 1, cardiac RTF act -4, DAGLB inhibitor -5, SR-BI DiI-HDL act 10, RTF Ca sens inh -4, Keap1 Nrf2 FP 0, CAL PDZ FP-1 -3 and CAL PDZ FP-2 -0.2.
`Cc1cc(F)ccc1NCc1cc2c(cc1[N+](=O)[O-])OCO2` gave Rtt109 Vps75 -2, C-LANA FP -0.8, PKA-R2B activ 2, cardiac RTF act -3, DAGLB inhibitor 5, SR-BI DiI-HDL act -39, RTF Ca sens inh 0, Keap1 Nrf2 FP -2, CAL PDZ FP-1 -3 and CAL PDZ FP-2 -0.6.
CNc1nc(Sc2ccccc2)cc(C(F)(F)F)n1 was read as Rtt109 Vps75 -4, C-LANA FP 1.6, PKA-R2B activ 2, cardiac RTF act 1, DAGLB inhibitor -8, SR-BI DiI-HDL act -2, RTF Ca sens inh -2, Keap1 Nrf2 FP -1, CAL PDZ FP-1 1 and CAL PDZ FP-2 -1.0.
`COc1cc(/C(C)=N/N2CCN(c3ccccc3OC)CC2)ccc1O` gave Rtt109 Vps75 1, C-LANA FP 0.5, PKA-R2B activ 4, cardiac RTF act -1, DAGLB inhibitor -4, SR-BI DiI-HDL act -40, RTF Ca sens inh -4, Keap1 Nrf2 FP 1, CAL PDZ FP-1 -1 and CAL PDZ FP-2 -0.3.
Screening CC(=O)NCCn1c(SCc2ccc(C)cc2C)nc2ccccc2c1=O returned Rtt109 Vps75 3, C-LANA FP -0.7, PKA-R2B activ 10, cardiac RTF act -6, DAGLB inhibitor 0, SR-BI DiI-HDL act 4, RTF Ca sens inh -7, Keap1 Nrf2 FP 0, CAL PDZ FP-1 -4 and CAL PDZ FP-2 -1.9.
CCN(CC)S(=O)(=O)c1ccc(/C=C/C(=O)OCC(=O)NCc2ccco2)cc1 was read as Rtt109 Vps75 1, C-LANA FP 0.7, PKA-R2B activ -3, cardiac RTF act 6, DAGLB inhibitor 0, SR-BI DiI-HDL act 0, RTF Ca sens inh 5, Keap1 Nrf2 FP -3, CAL PDZ FP-1 6 and CAL PDZ FP-2 -1.0.
`CC(C)(C)C1=CC(=Nc2ccccc2N)C=C(C(C)(C)C)C1=O` gave Rtt109 Vps75 2, C-LANA FP 1.2, PKA-R2B activ -12, cardiac RTF act -6, DAGLB inhibitor 12, SR-BI DiI-HDL act -41, RTF Ca sens inh 9, Keap1 Nrf2 FP -3, CAL PDZ FP-1 -4 and CAL PDZ FP-2 0.5.
Screening COC(=O)C1=C(O)CSC1=Nc1ccccc1 returned Rtt109 Vps75 15, C-LANA FP -0.5, PKA-R2B activ 11, cardiac RTF act -2, DAGLB inhibitor -3, RTF Ca sens inh -2, Keap1 Nrf2 FP -3, CAL PDZ FP-1 7 and CAL PDZ FP-2 -3.7.

Source: PubChem BioAssay (several laboratories)
